Source: PubChem (Broad Institute)
esBAF inh – inhibitors of esBAF chromatin remodeling in mouse ES cells; actives 2% (n = 350,000); reporter increase, % at 12.5 µM; Bmi1-luciferase knock-in reporter, 24 h; 100% = twice the neutral-well signal; in the data active = activation above about 40%; inconclusive = no clear call, values can overlap the other calls;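 note: 0% = median of the plate's neutral control wells and 100% = double that signal; a rise in the Bmi1 reporter signal indicates esBAF inhibition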
SIRT5 block – sirtuin-5 (human) deacylase inhibition. Purified SirT5, succinyl-peptide AMC, trypsin-coupled fluorescence. Q9NXA8. actives 1.1% (n = 330,000). inhibition, % at 15 µM. AID 652115; in the data active = inhibition above about 15%; inconclusive = no clear call, values can overlap the other calls
Target sequence (Q9NXA8 whole entry, looked up): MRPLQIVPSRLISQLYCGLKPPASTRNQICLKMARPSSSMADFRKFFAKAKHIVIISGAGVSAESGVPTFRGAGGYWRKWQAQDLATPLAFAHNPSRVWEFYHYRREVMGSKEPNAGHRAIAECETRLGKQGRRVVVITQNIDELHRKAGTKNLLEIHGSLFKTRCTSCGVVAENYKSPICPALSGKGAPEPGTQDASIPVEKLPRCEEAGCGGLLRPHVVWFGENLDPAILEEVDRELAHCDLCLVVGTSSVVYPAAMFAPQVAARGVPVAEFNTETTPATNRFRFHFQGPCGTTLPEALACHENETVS
ERp5 inh – blocks human ERp5 reductase activity on insulin | Q15084 | ERp5 insulin aggregation, absorbance 650 nm, 90 min | inhibition, % at 9.99 µM | actives 0.05% (n = 350,000) | AID 651711;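 active = mean replicate inhibition above about 25%, with every replicate also reaching it, limit read from the data, passing the limit was not always enough; inconclusive = only one of those two criteria met; inactive = neither criterion met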
Target sequence (Q15084 whole entry, looked up): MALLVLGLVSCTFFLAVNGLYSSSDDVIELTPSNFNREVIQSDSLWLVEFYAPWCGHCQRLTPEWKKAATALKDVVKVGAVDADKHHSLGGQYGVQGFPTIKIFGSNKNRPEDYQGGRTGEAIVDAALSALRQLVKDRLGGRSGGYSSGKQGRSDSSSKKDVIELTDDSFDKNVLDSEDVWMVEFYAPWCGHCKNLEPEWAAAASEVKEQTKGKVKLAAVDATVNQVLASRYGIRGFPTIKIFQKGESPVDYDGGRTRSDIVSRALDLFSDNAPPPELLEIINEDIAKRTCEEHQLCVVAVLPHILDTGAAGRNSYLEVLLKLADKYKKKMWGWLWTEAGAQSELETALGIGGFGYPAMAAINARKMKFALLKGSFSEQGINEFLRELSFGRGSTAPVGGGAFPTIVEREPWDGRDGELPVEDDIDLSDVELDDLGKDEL
ARNT-TACC3 inh – ARNT/TACC3 interaction disruption | Q9Y6A5 | AlphaScreen His-ARNT PAS-B/GST-TACC3 binding, luminescence; TACC3 fragment carries E629A point mutation | inhibition, % at 9.99 µM | actives 0.66% (n = 390,000) | AID 623870;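 active = mean inhibition of replicates at least 50% and at least half of replicates each reaching 50%; inconclusive = half or more replicates reach 50% but mean below 50%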;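 note: 0% = complete ARNT plus TACC3 wells and 100% = ARNT alone without TACC3; many hits fall short of the cut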
Cneo AK release – causes C. neoformans cell lysis | lysis activity, % at 15 µM | adenylate kinase release luminescence, 4 h; normalised: neutral wells 0, clomiphene wells 100 | actives 0.2% (n = 360,000);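 active = mean lysis activity across replicates of at least 80%, whatever share of replicates individually reach that level; inactive = mean lysis activity below 80%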
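Material – log-phase Cryptococcus neoformans yeast cells · Input – 5 × 10^6 yeast cells/mL · Medium – fresh YPD growth medium · Doses – single compound concentration per well · Timing – static 4 h at 37 °C with compound, 1 h detection · Detection – adenylate kinase release luminescence · Read-out – signal increase indicating cell lysis · Control set – Clomiphene as positive lysis control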
miR-122 sensor – miR-122 inhibition in Huh7 cells. Huh7 miR-122 Renilla luciferase sensor, 48 h; neutral wells = 0, positive control = 100. activation (reporter increase), % at 12.5 µM. actives 0.3% (n = 340,000). AID 602342;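 active = mean replicate activation score at least 90 and every replicate individually at or above 90; inconclusive = only one of the two criteria met; inactive = neither criterion met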;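 note: higher luciferase means less miR-122 activity so hits act as miR-122 inhibitors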
Statin myotox sup – suppressors of simvastatin-induced myotoxicity in C2C12 myotubes; actives 0.78% (n = 330,000); ATP luminescence, 48 h; scaled: DMSO 0, geranylgeraniol control 100; AID 602340; rescue of ATP level, % at 7.49 µM;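 active = mean ATP rescue above about 67%, or every replicate alone reaching that limit, limit read from the data, passing the limit was not always enough; inconclusive = no clear call, values can overlap the other calls; inactive = mean under the limit and some replicate under it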;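 note: myotubes were challenged with 10 µM simvastatin during compound exposure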
* = called active by the depositor; u = inconclusive; x = not tested or not shown; & = joins results of further samples; ! = a repeat was not active; [ ] = another dose, or the depositor's remark.

Every second line gives: esBAF inh | SIRT5 block | ERp5 inh | ARNT-TACC3 inh | Cneo AK release | miR-122 sensor | Statin myotox sup
C[C@H]1CN([C@@H](C)CO)C(=O)c2cccc(NC(=O)Nc3ccc(F)cc3)c2O[C@@H]1CN(C)S(=O)(=O)c1cccs1
 : 7 | -5 | 3 | -9 | -2 | 5[16.7 µM] | -18
O=C1CC(/C=C/c2ccccc2)=Nc2ccccc2N1
 : 9 | 0 | -3 | 4 | 3 | -17 | 7
CS(=O)(=O)c1cc([N+](=O)[O-])c(Sc2nc3ccccc3[nH]2)c([N+](=O)[O-])c1
 : 3 | -1 | 3 | -9 | 0 | 6 | 50
N#Cc1c(N)nc(SCc2ccccc2)c(C#N)c1-c1ccco1
 : 7 | 3 | -1 | -5 | 1 | -8 | -42
OCCNc1ncnc2c1cnn2Cc1ccccc1
 : -5 | -1 | 1 | 15 | 6 | -1 | -4
CC(=O)c1cc(NC(=O)c2ccc([N+](=O)[O-])cc2)c(=O)oc1C
 : x | 0 | -1 | 17 | x | x | x
CN1C(=O)CC(Sc2ccccc2C(=O)O)C1=O (configuration not stated)
 : -4 | -4 | -1 | 1 | -1 | -4 | 2
CC1CCN(C(=O)CCCOc2cc(=O)n(C)c3ccccc23)CC1
 : 16 | x | x | -6 | 0 | -4 | 8
O=C(CCn1nnc2ccccc21)Nc1nnc(-c2ccccc2F)s1
 : -7 | x | x | -14 | 10 | -4 | 11
CC1CN(C(=O)N[C@@H](Cc2ccccc2)C(=O)O)CC(C)O1 (some centres not stated)
 : 14 | x | x | -11 | -1 | 0 | 86*
Cc1cccc(-c2nc3c(c(SCC(N)=O)n2)CCCC3)c1
 : -4 | x | x | -6 | 2 | -3 | -2
COc1cc(C2C(C#N)=C(N)Oc3cc(C)n(CC4CCCO4)c(=O)c32)cc2c1OCO2 (configuration not stated)
 : -10 | x | x | 4 | -1 | -7 | 4
CCc1ccc(OCC(=O)N2CCc3ccccc32)cc1
 : 47* | 0 | -1 | -2 | -2 | 14 | 2
O=C(NC[C@@H]1N[C@@H](CO)[C@@H]1c1ccc(C2=CCCC2)cc1)c1ccccc1
 : -6 | 1 | 9 | 9 | 4 | 7[16.7 µM] | -58
COc1cc(OC)cc(-c2nc(-c3ccc(Br)cc3)no2)c1
 : 36 | x | x | -12 | 5 | 9 | 7
CCOC(=O)c1ccc(NC(=O)c2n[nH]c(=O)c3ccccc23)cc1
 : 33 | -1 | -1 | -8 | x | 2 | -3
C[C@@H]1CN([C@H](C)CO)C(=O)c2ccccc2-c2ccccc2CO[C@@H]1CN(C)C(=O)CCN(C)C
 : -3 | -3 | 7 | 34 | 73 | x | -23
O=C(c1cnn(-c2ccccc2)c1)c1ccccc1O
 : 18 | x | x | -7 | x | 0 | -2
CC(=O)N(C)c1ccc(NC(=O)Nc2cccc3ccccc23)cc1
 : x | 4 | 1 | 2 | -4 | x | x
CS(=O)(=O)N1N=C(c2cccs2)CC1c1ccccc1O (configuration not stated)
 : x | -2 | 0 | 4 | x | x | x
COc1cc(NS(=O)(=O)c2ccc(N/C=C(\C#N)c3nc4cc(Cl)ccc4o3)cc2)nc(OC)n1
 : 12 | x | x | -5 | 1 | -3 | 25
O=C(O)c1csc(-n2nc(-c3ccccc3)cc2C(F)(F)F)n1
 : x | -5 | 1 | 1 | x | x | x
CC1(C)CC(=O)C=C(c2ccc3[nH]ccc3c2)C1
 : 29 | 0 | 1 | x | -6 | x | 2
O=C(C[C@H]1CC[C@@H](NC(=O)Nc2cc(F)ccc2F)[C@@H](CO)O1)Nc1ccc(-c2ccccc2)cc1
 : 7 | 1 | 0 | 37 | -10 | x | 7
CCOC(=O)C(Oc1ccc2c(-c3ccccc3)cc(=O)oc2c1C)c1ccccc1 (configuration not stated)
 : x | -3 | 8 | -3 | 0 | 2 | x
Cc1ccc(S(=O)(=O)N2CCN(c3nc(-c4cccs4)nc4ccccc34)CC2)cc1
 : -1 | -1 | 3 | x | -1 | -5 | 2
C/C=C/c1ccc2c(c1)O[C@H](CN(C)C(=O)NC1CCCC1)[C@H](C)CN([C@H](C)CO)S2(=O)=O
 : 2&-4 | 16*! | -1&-4 | -3 | 0&-13 | 12 | -10&-13
O=C(Nc1ccccc1)N1N=CCC1c1ccccc1 (configuration not stated)
 : 0 | 0 | -8 | 2 | 9 | 0 | 3
CCOC(=O)C1CCN(C(=O)Nc2ccc3c(c2)nc(C)n3C)CC1
 : x | -1 | 5 | 1 | x | x | x
COC(=O)N1CCCCC1c1cc(C(=O)Nc2ccccc2Cl)no1 (configuration not stated)
 : -1 | x | 2 | x | -2 | -1 | 1
CC1CCN(CC(=O)Nc2ccc(S(=O)(=O)N3CCCCC3)cc2)CC1
 : 7 | -3 | 4 | 7 | -1 | 4 | 5
O=[N+]([O-])c1ccc(N/N=C/c2cccc(O)c2)cc1
 : 16 | 0 | 2 | -20 | -3 | x | 13
COc1ccc(S(=O)(=O)N(C)C[C@@H]2OCCCC[C@H](C)Oc3ccc(NC(=O)NC4CCCCC4)cc3C(=O)N([C@H](C)CO)C[C@H]2C)cc1
 : 7 | -2 | 18 | 7 | -1 | -7[16.7 µM] | x
O=C1[C@@H]2C(c3cccnc3)=NO[C@@H]2C(=O)N1c1ccc(Br)cc1
 : x | -2 | -1 | -1 | 1 | -5 | x
COc1ccc(CCC(C)NCc2ccc(Cl)c(Cl)c2)cc1 (configuration not stated)
 : -2 | x | 2 | -4 | 8 | -3 | 12
O=C(Cn1cc([N+](=O)[O-])cn1)Nc1nc2ccccc2s1
 : x | -4 | -9 | -3 | x | x | x
CCSc1nc2ccc(C)cc2cc1C#N
 : 7 | -5 | 1 | 2 | 2 | -3 | 15
COC(=O)C1SCC2C(=O)N(Cc3ccc(Cl)c(Cl)c3)CC(=O)N21 (configuration not stated)
 : x | -2 | -2 | 1 | -1 | 4 | x
CCOc1ccc(S(=O)(=O)n2cnc3cc(C)c(C)cc32)cc1
 : 6 | 0 | -3 | -17 | 2 | -2 | -23
CCOC(=O)c1c(C)[nH]sc1=S
 : x | x | x | -2 | -4 | -3 | x
CC(=O)NC(c1ccc(F)c(F)c1)c1nc(-c2cccs2)cs1 (configuration not stated)
 : 7 | -1 | -3 | x | 2 | -5 | -1
O=C(NC(=S)Nc1cccc2ncccc12)c1cccs1
 : x | -5 | 5 | -5 | x | x | x
CCOc1ccc(NS(=O)(=O)c2ccc(C(=O)NCC3CCCO3)cc2)cc1 (configuration not stated)
 : 1 | -2 | 4 | x | 5 | -1 | -2
Cc1cc(C(=O)CSc2nc3ccccc3n2CCC#N)c(C)n1Cc1cccs1
 : 37 | 1 | -10 | -1 | x | 28 | -9
CCC(=O)N1C[C@@H](C)[C@H](OC)CN(C)C(=O)c2ccc(NC(=O)C3CC3)cc2OC[C@H]1C
 : 5 | -2 | 4 | -9 | 7 | x | 0
C[C@@H]1CCCCO[C@@H](CN(C)Cc2ccccc2)[C@H](C)CN([C@@H](C)CO)C(=O)c2cc(NC(=O)C3CCCCC3)ccc2O1
 : -1 | 2 | -4 | 0 | -2 | -5[16.7 µM] | x
COc1ccc(CCNc2oc(-c3ccc(OC)c(OC)c3)nc2C#N)cc1
 : -7 | x | x | 14 | -3 | x | -13
Cc1nc2ccccc2nc(C)c1=NOCc1cccc(F)c1
 : x | -3 | -13 | 19 | x | x | x
O=c1c2nccnc2[nH]c(=S)n1Cc1ccccc1
 : 1 | -5 | 9 | -1 | x | 5 | 3
C[C@@H]1CCCCO[C@H](CN(C)S(=O)(=O)c2ccc(F)cc2)[C@@H](C)CN([C@H](C)CO)C(=O)c2cc(NS(=O)(=O)c3ccc(Cl)cc3)ccc2O1
 : -2 | 9 | -3 | 4 | -1 | 1[16.7 µM] | x
CC(=O)c1c(C)[nH]c(C(=O)OCC(=O)Nc2cc(C(F)(F)F)ccc2N2CCOCC2)c1C
 : 0 | x | x | -1 | -1 | 15 | x
COc1ccc(OC)c(NC(=O)CSc2nn3c(=O)c(C)nnc3s2)c1
 : 0 | 2 | -1 | 69* | 0 | x | 0
COc1ccc(S(=O)(=O)Nc2ccc3c(c2)C(=O)N([C@@H](C)CO)C[C@H](C)[C@H](CN(C)Cc2ccc(Cl)c(Cl)c2)O3)cc1
 : -2 | -3 | 1 | 4 | 2 | -10[16.7 µM] | x
Cc1c(C#N)c(O)[nH]c(=O)c1N=Nc1ccc(S(N)(=O)=O)cc1
 : -3 | 0 | -3 | 3 | -1 | -16 | 4
Cc1ccc(S(=O)(=O)NC(C)(C)CN2CCCCC2)cc1
 : 1 | 7 | 0 | 26 | 5 | 0 | -4
O=C(O)c1cc(-c2c[nH]c3ccccc23)nc2cc3ccccc3cc12
 : x | 0 | 3 | x | -5 | -1 | x
Cc1noc(C)c1NC(=O)Nc1ccc2c(c1)C(=O)N([C@@H](C)CO)C[C@H](C)[C@@H](CN(C)C(=O)C1CCCCC1)OCCCC[C@@H](C)O2
 : 4 | 0 | 7 | -9 | -4 | 1[16.7 µM] | x
CCCNC(=O)c1nn2cc(Br)cnc2c1Cl
 : -2 | 1 | 11 | -4 | 2 | 3 | -2
CC(=O)N1CCOc2ccc(S(=O)(=O)NCCc3ccc(Cl)cc3)cc21
 : 0 | -1 | -1 | 5 | -1 | u | 12
CCCC(=O)Nc1sc2c(c1C#N)CC(C)(C)NC2(C)C
 : x | x | x | -2 | 8 | -1 | x

Continuation:
Every second line gives: esBAF inh | SIRT5 block | ERp5 inh | ARNT-TACC3 inh | Cneo AK release | miR-122 sensor | Statin myotox sup
COc1ccc(CCNS(=O)(=O)c2cccs2)cc1
 : 16 | x | x | -5 | -4 | 22 | 128*
Cc1noc(C)c1NC(=O)N(C)C[C@@H]1Oc2c(NC(=O)c3cnccn3)cccc2C(=O)N([C@@H](C)CO)C[C@@H]1C
 : -5 | 10 | -6 | 0 | -1 | 5[16.7 µM] | -10
CC1CCCC(C)N1C(=O)COC(=O)CCc1nc2ccccc2c(=O)[nH]1 (configuration not stated)
 : 3 | x | x | -4 | x | 3 | 0
COc1ccc(NC(=O)CCNS(=O)(=O)c2ccc3c(c2)c(=O)n(C)c(=O)n3C)cc1
 : -1 | x | x | -1 | 3 | 5 | 1
CC1CCCN(C(=O)CN(C)S(=O)(=O)c2ccc3c(c2)c(=O)n(C)c(=O)n3C)C1 (configuration not stated)
 : -6 | 0 | -1 | -2 | -4 | x | 28
CCN(CC)CCOC(=O)c1ccc(NC(=O)CSc2nnc(-c3cccs3)n2CC)cc1
 : -4 | -3 | -3 | 23 | 4 | -17 | 34
Cc1cc2oc(=O)cc(CN3CCN(Cc4ccccc4)CC3)c2cc1Cl
 : -5 | x | x | -2 | -1 | -2 | -5
C[C@H](CO)N1C[C@H](C)[C@H](CN(C)Cc2ccc3c(c2)OCO3)Oc2ccc(NC(=O)CCC(F)(F)F)cc2C1=O
 : -6 | 9 | -1 | -3 | 2 | 9[16.7 µM] | 35
Cc1cccc(-c2ccc([C@H]3[C@@H](CO)N4CCCCN(C(=O)c5cccnc5)C[C@@H]34)cc2)c1
 : x | -2 | 0 | -1 | 0 | 4[16.7 µM] | x
O=C(/C=C/c1ccccc1)Nc1ncn[nH]1
 : -17 | 0 | -5 | 2 | -2 | -6 | x

Limited to miR-122 sensor, ARNT-TACC3 inh and Cneo AK release (2 entries from above):
Structure	miR-122 sensor	ARNT-TACC3 inh	Cneo AK release
C[C@H](CO)N1C[C@H](C)[C@H](CN(C)Cc2ccc3c(c2)OCO3)Oc2ccc(NC(=O)CCC(F)(F)F)cc2C1=O	9[16.7 µM]	-3	2
Cc1cccc(-c2ccc([C@H]3[C@@H](CO)N4CCCCN(C(=O)c5cccnc5)C[C@@H]34)cc2)c1	4[16.7 µM]	-1	0
